Screening results from PubChem BioAssay.
EWS-Fli inh = blocks EWS/Fli oncoprotein-driven transcription | hit rate 0.67% among 350,000 | inhibition, % at 12.6 µM | A673 NR0B1-luciferase reporter, viability-normalised;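 active = mean inhibition of at least 50% after viability correction, with every replicate also passing that limit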;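 note: firefly luciferase signal divided by Alamar Blue viability fluorescence both relative to DMSO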
RAD52 inh = RAD52 (human) annealing inhibition | P43351 | recombinant RAD52 DNA annealing, FRET fluorescence | inhibition, % at 18.7 µM | hit rate 0.46% among 360,000 | AID 651710;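 active = every replicate showing at least 50% inhibition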
Target sequence (P43351 whole entry, looked up): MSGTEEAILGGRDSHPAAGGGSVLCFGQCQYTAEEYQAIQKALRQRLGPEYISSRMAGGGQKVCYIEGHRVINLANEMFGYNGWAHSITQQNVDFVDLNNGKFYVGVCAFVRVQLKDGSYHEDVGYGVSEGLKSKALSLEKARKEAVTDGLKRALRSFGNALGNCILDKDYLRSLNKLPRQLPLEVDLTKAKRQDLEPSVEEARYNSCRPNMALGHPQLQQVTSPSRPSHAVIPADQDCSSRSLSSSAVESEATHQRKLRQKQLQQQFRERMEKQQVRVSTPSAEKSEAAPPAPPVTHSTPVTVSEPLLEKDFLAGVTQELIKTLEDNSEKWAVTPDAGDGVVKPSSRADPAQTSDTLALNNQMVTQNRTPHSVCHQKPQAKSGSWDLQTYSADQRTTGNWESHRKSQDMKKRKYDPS
E-selectin induc = induces E-selectin expression in human endothelial cells | P16581 | HUVEC E-selectin immunofluorescence imaging; normalized: neutral wells 0, TNF-alpha wells 100 | activation, % at 7.58 µM | hit rate 0.37% among 260,000 | AID 686992;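 active = mean E-selectin-positive cell signal at least 10% of the positive control, reached in at least 60% of replicates, without over 20% cell loss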;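 note: in these data hits start at about 27%; measured in HUVEC primary endothelial cells; signal is the percent of cells scored E-selectin positive by PE staining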
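Assay system: HUVEC primary endothelial cells. Input: 3,000 HUVEC seeded per well. Doses: one compound dose added by pin transfer. Read-out basis: % PE-positive cells. Benchmarks: TNF-alpha high, DMSO low. Detection: immunofluorescence imaging. Buffer or medium: EGM-2, gelatin.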
RAD54 branch = inhibitors of human RAD54 branch migration; Q92698; RAD54 Holliday junction branch migration, FAM/BHQ fluorescence; inhibition, % at 10.4 µM; hit rate 0.14% among 360,000;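 active = mean normalized replicate activity at least 40 and at least half of replicates scoring 40 or more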;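 note: 0% = median of neutral control wells and 100% = median of positive control wells; inhibitors cause a drop in the FAM fluorescence signal; in these data hits start at about 50%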
Xi reactivation = reactivates the inactive X chromosome in mouse fibroblasts; XiGFP mouse fibroblasts, % GFP-positive cells imaging, 3 d; cells co-treated with 5-aza-dC sensitizer; scaled so ellipticine positive control = 100%; activation, % at 7.58 µM; hit rate 0.055% among 360,000;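 active = mean normalized replicate activation at least 10% and every replicate at or above 10%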;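 note: 0% = median of on-plate neutral control wells and 100% = ellipticine 6 µM median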
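assay system = SV40-immortalized XiGFP fibroblast cells, line 68-5-11 | buffer or medium = DMEM plus 5-aza-dC sensitizer | doses = single-point pinned compound dosing | times = 3-day compound exposure, then 15 min fixation at room temperature | benchmarks = positive control ellipticine, 6 µM final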
esBAF inh = inhibitors of esBAF chromatin remodeling in mouse ES cells. Bmi1-luciferase knock-in reporter, 24 h; 100% = twice the neutral-well signal. reporter increase, % at 12.5 µM. hit rate 2% among 350,000; in the data active = activation above about 40%;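 note: 0% = median of the plate's neutral control wells and 100% = double that signal; a rise in the Bmi1 reporter signal indicates esBAF inhibition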
FN deposit inh = fibronectin deposition inhibition; AH1F fibroblasts, Alexa488-fibronectin deposition fluorescence, overnight; inhibition, % at 12.6 µM; hit rate 0.086% among 350,000; AID 743247;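 active = mean inhibition across replicates of 30% or more, regardless of how many single replicates reach that level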;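 note: positive control wells lacked labelled fibronectin entirely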
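Assay system: AH1F fibroblasts / Quantity: 10000 cells per well / Medium: DMEM plus 2% serum, read in PBS / Reagent: labelled fibronectin 24 nM / Dosing: single dose, pinned / Times: 1 h cell attachment, overnight exposure to compound and label / Signal: fluorescence, ex 485 nm, em 525 nm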
S100A4 inh HTS = inhibitors of human S100A4 binding to myosin IIA peptide | P26447 | S100A4/TAMRA-MyoIIA peptide fluorescence polarization | inhibition, % at 10.7 µM | hit rate 0.14% among 360,000 | AID 652163;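 active = mean inhibition of at least 70% across replicates, with every replicate also reaching that level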
Target sequence (P26447 whole entry, looked up): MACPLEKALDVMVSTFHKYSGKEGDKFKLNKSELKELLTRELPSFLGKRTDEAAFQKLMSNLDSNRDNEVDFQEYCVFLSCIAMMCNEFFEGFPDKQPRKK
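Material: S100A4 monomer (human). Medium: Calcium-containing HEPES buffer, pH 7.2. Probe or stimulus: labelled myosin peptide probe, 5 nM. Compound dosing: one concentration per compound. Timing: polarization read 5 min after assay mix addition, stable 5–60 min. Benchmarks: DMSO as neutral control, TFP as positive control.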
An asterisk follows results filed as active; . = not tested or not shown.

mol	EWS-Fli inh	RAD52 inh	E-selectin induc	RAD54 branch	Xi reactivation	esBAF inh	FN deposit inh	S100A4 inh HTS
Cc1noc(C)c1NC(=O)Nc1ccc2c(c1)CC(=O)N([C@H](C)CO)C[C@H](C)[C@@H](CN(C)C(=O)NC1CCCCC1)O2	-6	-5	0.1	2	-0.6	-2	-4	5
O=C(O)Cn1nc(-c2ccccc2)cc1-c1ccccc1	-11	-11	.	3	0.7	14	1	-5
Cc1ccc(Cl)cc1N1CCN(C(=O)c2ccc(CN3CCOCC3)cc2)CC1	5	8	.	2	.	8	.	3
C[C@@H]1CN([C@H](C)CO)C(=O)Cc2cc(NC(=O)NC3CCCCC3)ccc2O[C@@H]1CN(C)CC1CC1	4	-8	-2.3	3	0.0	1	.	-12
CCCNC(=O)c1ccccc1N1CCN(CCCCN2C(=O)C3CCCCN3C2=O)CC1 (configuration not stated)	6	4	-0.1	-2	0.1	-3	-9	2
CCOC(=O)N1CCN(Cc2nc3cc(NC(=O)CC(C)C)ccc3n2CC)CC1	43	-1	0.2	.	-0.1	.	-1	-3
O=C(Cc1ccc(Cl)cc1)c1c[nH]c(C(=O)NCCCN2CCOCC2)c1	0	-6	.	.	0.1	.	-8	0
Cc1c(C(=O)N2CCC(N3CCSCC3)CC2)oc2c(F)cccc12	.	-12	-0.3	-5	0.3	8	2	-10
COc1ccc(CC2(CO)CCN(Cc3cnn(C)c3C)CC2)cc1	5	-20	5.4	.	0.0	.	-3	1
CCOC(=O)C(=O)Nc1cc(C)on1	-1	-10	.	.	0.1	.	.	4

Next section (3 carried over from the part before).
mol	EWS-Fli inh	RAD52 inh	E-selectin induc	RAD54 branch	Xi reactivation	esBAF inh	FN deposit inh	S100A4 inh HTS
Cc1c(C(=O)N2CCC(N3CCSCC3)CC2)oc2c(F)cccc12	.	-12	-0.3	-5	0.3	8	2	-10
COc1ccc(CC2(CO)CCN(Cc3cnn(C)c3C)CC2)cc1	5	-20	5.4	.	0.0	.	-3	1
CCOC(=O)C(=O)Nc1cc(C)on1	-1	-10	.	.	0.1	.	.	4
C[C@@H]1CCCCO[C@@H](CN(C)C(=O)Nc2ccc(F)cc2)[C@@H](C)CN([C@H](C)CO)C(=O)c2cc(NS(C)(=O)=O)ccc2O1	-5	4	0.0	0	0.0	1	.	-4
CSc1cccc(CNC(=O)C2CCC(=O)N(CC3CCCCC3)C2)c1 (configuration not stated)	5	0	2.1	3	-0.1	-3	2	-2
CCCCCCCc1nc2sc3c(c2c(=O)n1N)CC(C)(C)OC3	7	-12	.	8	0.1	.	4	-2
Cc1ccc(CC2CC(=O)N(c3nc(C)cc(C)n3)C2=O)cc1 (configuration not stated)	9	4	-1.0	.	-0.1	.	-8	5
CC1CCCC(C)N1C(=O)COC(=O)CNS(=O)(=O)c1ccc2ccccc2c1 (configuration not stated)	-3	5	0.5	-1	0.1	10	-6	-5
COc1cccc(N2CCN(C3CCCC(C)C3)CC2)c1 (configuration not stated)	6	-8	.	-10	.	-3	.	4
O=C(COC(=O)/C=C/c1cccc(C(F)(F)F)c1)NCc1ccco1	3	-8	.	2	0.2	-6	4	0
O=C(C[C@@H]1CC[C@@H]2[C@H](COC[C@@H](O)CN2S(=O)(=O)c2ccccc2)O1)NCc1ccc(-c2ccccc2)cc1	11	89*	0.3	-5	0.0	3	-6	-1
CC(C)Sc1nc2c([nH]c3ccccc32)c(=O)n1C	24	-3	.	.	0.1	-3	8	-8
CC(C)(CC(=O)O)CC(=O)Nc1ccc(Cl)c(Cl)c1	14	-18	.	.	0.0	.	-2	-9

Later entries.
mol	EWS-Fli inh	RAD52 inh	E-selectin induc	RAD54 branch	Xi reactivation	esBAF inh	FN deposit inh	S100A4 inh HTS
C/C=C/c1cnc2c(c1)C(=O)N([C@@H](C)CO)C[C@@H](C)[C@H](CN(C)C(=O)C1CCC1)O2	-5	.	0.4	.	-0.9	.	-11	.
COc1ccccc1NC(=O)N1CCCC1C(=O)NCc1ccccc1 (configuration not stated)	.	.	-3.0	3	.	-4	1	.
CC1CCN(C(=O)c2cccc(S(=O)(=O)N3CCN(c4ccccc4)CC3)c2)CC1	2	-3	2.4	.	0.0	.	3	-4
CN(C)C(=S)Oc1ccccc1C1SCCS1	1	3	.	1	0.0	.	7	0
CCc1ccc(NC(=O)COC(=O)c2cccs2)cc1	-5	-1	1.0	-8	0.1	-8	-2	2
Cc1ccc(NC(=O)CN2CCOCC2)cc1Cl	-1	-22	46*	5	3.9	2	-2	-3
O=C1NC(Cc2ccccc2)c2nc3cc(Cl)ccc3c(=O)n2-c2ccccc21 (configuration not stated)	6	-11	-0.2	.	0.1	.	2	-3
CCOC(=O)C[C@@H](C#N)NC(=O)[C@@H]1CCCN1C(=O)[C@@H](NC(=O)c1ccc(N)c(Cl)c1)C(C)(C)C	11	-6	.	-8	-0.2	-4	2	-1
CO[C@@H]1CN(C)C(=O)c2ccc(NC(=O)C3CCC3)cc2OC[C@@H](C)N(Cc2cccnc2)C[C@@H]1C	7	16	0.0	-2	0.4	-4	-3	2
Cc1ccccc1-c1ccc([C@H]2[C@H]3CN(S(C)(=O)=O)CC(=O)N3[C@H]2CO)cc1	2	2	0.2	.	0.0	.	-5	-3

Next results.
mol	EWS-Fli inh	RAD52 inh	E-selectin induc	RAD54 branch	Xi reactivation	esBAF inh	FN deposit inh	S100A4 inh HTS
CC(C)C[C@H]1CNC(=O)C(=O)N1C[C@@H]1CCCN1C[C@H](Cc1ccccc1)N1C[C@H](CC(C)C)N(CC2CCCCC2)C(=O)C1=O	1	-9	0.0	.	-0.2	.	-13	-3
COc1ccccc1N(Cc1ccccc1)S(=O)(=O)c1cccc(C(=O)Nc2ccccn2)c1	-76	-3	-0.1	-3	0.4	30	.	2
COc1cc(C(=O)NCc2ccncc2)cc(OC)c1OC	-6	-7	.	.	0.0	.	.	-4
CCCNC(=O)C[C@H]1CC[C@H]2[C@@H](COC[C@@H](O)CN2C(=O)Nc2ccc3c(c2)OCO3)O1	-107	2	0.0	-1	0.2	41*	-4	-6
O=C(N[C@H]1C=C[C@@H](CC(=O)N2CCC(Cc3ccccc3)CC2)O[C@@H]1CO)c1cnccn1	.	0	-0.1	-5	-0.1	11	-6	23
CCn1cc(/C=C(\NC(=O)c2ccc(OC)c(OC)c2)C(=O)NCCCO)c2ccccc21	-3	-20	.	.	0.0	.	6	-2
CCS(=O)(=O)Nc1cc2c3c(c1)CCC(=O)N3CCC2	-12	4	.	1	-0.1	4	-4	-14
O=C(Nc1ccc(Br)cc1)c1ccc2ncsc2c1	-14	-19	.	-3	0.1	32	-9	1
COc1ccc(NC(=O)CCNS(=O)(=O)c2ccccc2F)cc1S(=O)(=O)N1CCOCC1	0	-5	.	-6	0.0	-2	-1	3
COc1cccc(C(=O)/C=C/Nc2ccc(S(=O)(=O)Nc3onc(C)c3C)cc2)c1	-5	-10	-2.6	.	0.1	.	2	0

Other entries.
SMILES	EWS-Fli inh	RAD52 inh	E-selectin induc	RAD54 branch	Xi reactivation	esBAF inh	FN deposit inh	S100A4 inh HTS
CCOc1ccc(OCC)c(NC(=O)CC2Oc3ccccc3NC2=O)c1 (configuration not stated)	-11	-9	.	-4	0.1	4	-8	2
CCNC(=O)c1c(NC(=O)c2cc(-c3cc(C)cc(C)c3O)n[nH]2)sc2c1CCCC2	10	-10	0.2	4	-0.2	4	3	36
N/C(=N\OC(=O)COc1ccc2ccccc2c1)c1cccnc1	.	.	0.0	-4	0.1	10	-2	.
C[C@H]1CN([C@@H](C)CO)C(=O)c2cccc(NC(=O)Nc3cccc4ccccc34)c2O[C@H]1CN(C)Cc1ccncc1	12	16	0.0	6	0.0	0	2	6
COc1ccc(Cn2cccc(NC(=O)Nc3cccc(OC)c3)c2=O)cc1	8	-26	.	16	0.0	-3	3	-4
O=C(CN(c1ccccc1F)S(=O)(=O)c1ccccc1)Nc1ccccc1C(=O)N1CCOCC1	3	-19	3.9	7	0.0	2	2	-9
COc1ccc(OC)c(CN2CCC(C(=O)N(C)CCc3ccc(OC)c(OC)c3)CC2)c1	-4	-13	.	.	0.0	.	2	-6
COc1cccc(C2CC(c3cccs3)=NN2S(C)(=O)=O)c1OC (configuration not stated)	0	-10	.	.	0.0	.	10	-4
CN(C)c1ccc(C(=O)/C=C/c2ccccc2)cc1	-59	-99	-0.7	1	0.0	68*	6	-10
C[C@H]1CN([C@@H](C)CO)S(=O)(=O)c2ccc(-c3ccccc3)cc2O[C@H]1CN(C)Cc1ccccc1C(=O)O	-14	-2	-0.1	4	0.4	4	-1	18
O=C(Cc1ccc(Cl)cc1Cl)Nc1ccncc1	29	-5	-0.1	11	-0.1	-22	.	4
COc1cc(OC)c(NS(=O)(=O)c2ccc(Cl)c(C(=O)OC(C)C(=O)N3CCCC3)c2)cc1Cl (configuration not stated)	9	-14	0.1	1	-0.1	1	7	2
O=C(CN1C(=O)COc2ccccc21)NCCCN1CCOCC1	0	-5	-0.1	3	0.1	-1	1	3
COc1ccc(NC(=O)Cn2c(=O)n(-c3ccccc3)c(=O)c3sccc32)c(OC)c1	-47	1	0.0	.	0.1	-4	8	1
O=c1c2oc3ccccc3c2ncn1Cc1cccc(Cl)c1	-10	-16	0.9	1	-0.1	9	-1	-6
Cc1ccc(NC(=O)CSc2nnc3ccccn23)c(Cl)c1	-61	-20	-0.2	-11	0.1	66*	8	4
CCCC(=O)Nc1ccc2c(c1)C(=O)N(C)C[C@H](OC)[C@H](C)CN(CC1CCOCC1)[C@@H](C)CO2	-1	.	-0.3	.	0.2	0	-6	.
COc1ccc(-c2ccccc2[C@H]2[C@@H](CO)N(C(=O)NC3CCCCC3)[C@H]2C#N)cc1	-2	1	0.0	.	0.1	.	-10	1
COc1ccc(CC(=O)OCC(=O)N2CCCc3ccccc32)cc1	1	4	-2.0	-11	-0.3	-2	-4	-2
COc1ccc(NC(=O)N(C)C[C@H]2Oc3c(NS(=O)(=O)c4ccc(F)cc4)cccc3C(=O)N([C@@H](C)CO)C[C@H]2C)cc1	-2	.	-0.1	1	-1.1	3	.	.

Just Xi reactivation, esBAF inh and RAD54 branch (two entries from above):
compound | Xi reactivation | esBAF inh | RAD54 branch
CCCCCCCc1nc2sc3c(c2c(=O)n1N)CC(C)(C)OC3 | 0.1 | . | 8
COc1ccc(CC2(CO)CCN(Cc3cnn(C)c3C)CC2)cc1 | 0.0 | . | .
